Screening data from PubChem.
MEX-5 binding: C. elegans MEX-5 TCR-2 RNA binding activity; Q9XUB2; MEX-5/FITC-TCR2 RNA binding, fluorescence polarization; hits give low values; activity score (negative = inhibition of binding), % at 10 µM; hit rate 0.38% among 300,000; AID 1832;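 active = inhibition past about -25% in most replicates, and total fluorescence under double the plate's negative control median, limit read from the data; inconclusive = replicates evenly split on the limit, or fluorescence at least double controls; inactive = too little inhibition in most replicates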;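 also: 0% = DMSO and -100% = 5 µM competing unlabeled TCR2 RNA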
CIT2-GFP yeast: alters CIT2-GFP fluorescence in TOR pathway yeast screen | S. cerevisiae CIT2-GFP strain, flow cytometry, 3 h; 100 means same as DMSO wells | hit rate 0.065% among 320,000 | GFP response vs DMSO, % at 10 µM;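 active = GFP response relative to DMSO above a set limit, near the screen mean plus 3 SD, cut at about 150% in these data; inconclusive = Fewer than 70 cells measured for a yeast strain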;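 also: ratio of well median GFP fluorescence to mean of DMSO wells on the plate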
AGP1-GFP MLPCN: yeast TOR pathway AGP1-GFP modulation; S. cerevisiae AGP1-GFP multiplex flow cytometry, 3 h; GFP as percent of DMSO wells; GFP response vs DMSO, % at 10 µM; hit rate 0.02% among 320,000;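 active = GFP response relative to DMSO above a set limit, near screen average plus 3 SD, cut at about 150% in these data; inconclusive = fewer than 70 cells counted for the yeast strain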;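 also: median GFP channel fluorescence of the gated AGP1 strain per well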
Fam108B counter: counter-screen for RBBP9 inhibitors: inhibitors of mouse Fam108B | inhibition, % at 9.51 µM | recombinant Fam108B, FP-Rh probe fluorescence polarization | AID 1947 | hit rate 0.33% among 300,000;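 active = inhibition above the screen mean inhibition plus 3 SD, computed separately per campaign, cut at about 18% in these data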;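 also: inhibitors lower polarization as less probe binds the enzyme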
VLA-4 inh: inhibition in a human VLA-4 binding assay. P13612. VLA-4 expressing cells, ligand binding flow cytometry. inhibition, % (about 7 µM as worked out from the volumes in the protocol). hit rate 0.2% among 330,000. AID 2557; in the data active = inhibition above about 50%
BCLXL inh: inhibitors of human Bcl-xL; GST-Bcl-xL / FITC-Bim BH3 peptide fluorescence polarization; hit rate 0.7% among 320,000; Q07817; inhibition, % at 10.9 µM; AID 2129;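 active = inhibition above the mean of all tested compounds plus 3 SD, cutoff set per campaign, cut at about 30% in these data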;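 also: 0% = DMSO wells and 100% = unlabeled Bim-BH3 peptide competitor; inhibitors lower millipolarization by displacing the labeled peptide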
Target sequence (Q07817 whole entry, looked up): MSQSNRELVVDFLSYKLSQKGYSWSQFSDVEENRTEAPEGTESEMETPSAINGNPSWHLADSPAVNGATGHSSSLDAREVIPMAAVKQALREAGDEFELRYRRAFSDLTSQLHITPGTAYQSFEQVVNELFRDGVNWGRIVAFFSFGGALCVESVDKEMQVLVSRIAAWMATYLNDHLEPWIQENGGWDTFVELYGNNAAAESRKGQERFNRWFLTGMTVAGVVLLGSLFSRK
GLD-1 RNA inh: GLD-1-TGE RNA interaction inhibition (C. elegans) | Q17339 | purified GLD-1 + fluorescein TGE RNA, fluorescence polarization | inhibition, % at 5.96 µM | hit rate 0.44% among 320,000 | AID 2280;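 active = percent inhibition above a per-plate cutoff, the plate mean of test compounds plus 3 SD, cut at about 30% in these data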;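 also: 0% = DMSO wells with GLD-1 and probe and 100% = wells lacking GLD-1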
Target sequence (Q17339 whole entry, looked up): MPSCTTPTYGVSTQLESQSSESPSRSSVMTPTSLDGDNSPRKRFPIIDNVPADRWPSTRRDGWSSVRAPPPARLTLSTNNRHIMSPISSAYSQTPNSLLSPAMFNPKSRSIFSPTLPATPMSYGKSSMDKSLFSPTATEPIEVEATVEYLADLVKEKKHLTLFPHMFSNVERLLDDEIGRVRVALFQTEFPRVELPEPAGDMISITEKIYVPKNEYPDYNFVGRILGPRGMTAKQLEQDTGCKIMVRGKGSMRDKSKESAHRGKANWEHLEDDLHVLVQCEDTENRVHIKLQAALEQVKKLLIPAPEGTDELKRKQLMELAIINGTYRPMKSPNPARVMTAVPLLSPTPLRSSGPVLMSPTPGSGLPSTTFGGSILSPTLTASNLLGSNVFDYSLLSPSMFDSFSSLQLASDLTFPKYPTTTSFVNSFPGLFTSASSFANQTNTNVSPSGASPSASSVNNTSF
GRK2 inh: blocks RNA aptamer binding to human GRK2. hit rate 0.59% among 330,000. AID 488847. inhibition of aptamer binding, % at 10 µM. P25098. bead flow cytometry, FAM-aptamer displacement from GRK2;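 active = inhibition of aptamer binding above 40%, roughly 3 SD of noise, on plates passing a quality check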;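 also: median bead fluorescence of bound FAM aptamer so fluorescent compounds give negative values; no value below 0 was filed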
MCL1-BIM inh: MCL1-BIM-BH3 interaction inhibition (human); hit rate 0.68% among 320,000; GST-MCL1 / FITC-Bim-BH3 fluorescence polarization; inhibition, % at 10.9 µM; AID 2057;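 active = inhibition above the mean inhibition of all tested compounds plus 3 SD, set per campaign, cut at about 40% in these data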;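 also: 0% = DMSO wells and 100% = unlabeled Bim-BH3 peptide control; higher means more loss of mP so more displacement of Bim peptide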
Target sequence (Q07820 whole entry, looked up): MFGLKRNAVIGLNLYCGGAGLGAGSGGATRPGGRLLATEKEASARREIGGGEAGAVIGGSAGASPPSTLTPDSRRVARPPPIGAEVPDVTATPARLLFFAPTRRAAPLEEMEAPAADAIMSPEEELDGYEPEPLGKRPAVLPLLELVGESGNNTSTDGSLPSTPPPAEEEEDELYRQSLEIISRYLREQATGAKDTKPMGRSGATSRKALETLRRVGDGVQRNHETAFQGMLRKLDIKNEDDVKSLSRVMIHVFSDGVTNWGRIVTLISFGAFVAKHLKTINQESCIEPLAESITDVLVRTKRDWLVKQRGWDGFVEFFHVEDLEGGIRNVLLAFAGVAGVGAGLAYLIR
* hit, by the source's call; ? = inconclusive; . = not tested or not shown.

SMILES	MEX-5 binding	CIT2-GFP yeast	AGP1-GFP MLPCN	Fam108B counter	VLA-4 inh	BCLXL inh	GLD-1 RNA inh	GRK2 inh	MCL1-BIM inh
C#CCOCCOCCOCCNc1nc(N2CCN(C(=O)C([C@@H](C)O)n3cc([C@@H](N)CCCCN)nn3)CC2)nc(N2CCN(C(=O)[C@H](CCCCN)n3cc([C@@H](N)CC(N)=O)nn3)CC2)n1 (some centres undefined)	.	89.0	96.0	.	0.8	.	-4.2	0.0	.
Nc1nc(NCCc2ccccc2)nc(NCc2ccccc2)c1[N+](=O)[O-]	0.4	97.5	93.5	-1.5	-5.7	3.3	-2.2	1.0	-0.6
CC1(C)Cc2cccc(OCC(=O)Nc3ccc(OCC(N)=O)cc3)c2O1	-0.4	106.2	100.2	0.4	2.8	0.0	-5.8	0.0	-4.9
COc1ccc(NS(=O)(=O)c2cc(N/C(=N\S(=O)(=O)c3ccccc3)c3ccc(F)cc3)ccc2Cl)cc1	1.4	105.1	103.1	-38.3	2.4	-0.2	3.2	0.0	0.7
CC(=O)NN1C(=O)c2ccc(Oc3cccc([N+](=O)[O-])c3)cc2C1=O	-0.3	98.9	104.1	5.3	8.8	7.8	7.2	0.0	2.0
CN1CCN(C2CCN(c3cccc(Cl)c3)CC2)CC1CCO (centres undefined)	-1.1	105.9	104.5	.	19.7	.	.	0.0	.
O=C(CCl)Nc1ccc(N2CCCCCC2)cc1	-1.1	81.7	99.0	3.0	3.8	3.0	10.1	0.0	3.8
O=C(COc1cccnc1[N+](=O)[O-])Nc1ccc(Cl)c(S(=O)(=O)N2CCOCC2)c1	-4.0	95.0	101.8	3.6	-0.8	-0.5	-3.6	0.0	-1.9
CN(CC(=O)Nc1c(Cl)cccc1Cl)C(=O)CCCN1C(=O)c2ccccc2C1=O	0.2	94.5	99.1	3.6	-0.9	6.8	7.4	0.0	6.8
CCOc1cc(NS(=O)(=O)c2ccc(NC(C)=O)cc2)c(OCC)cc1NC(=O)C(C)C	-2.1	104.2	103.9	-2.1	-3.3	0.6	5.4	0.0	4.4
CCOC(=O)COc1coc(CN2CCN(c3ccccc3)CC2)cc1=O	-0.4	104.1	108.3	2.2	12.6	7.0	-1.9	0.0	9.3
COc1ccccc1C(=O)Nc1ccc2c(c1)OCO2	0.3	104.2	92.9	4.5	0.1	-0.2	3.6	0.0	-1.5
O=C(Cc1c[nH]c2ccccc12)OCC(=O)c1ccccc1	-1.7	97.7	99.3	0.0	10.6	4.4	1.6	0.0	-0.2
CCOC(=O)c1ccc(NC(=O)CSc2nc(C)nc3c2c(=O)n(C)c(=O)n3C)cc1	0.8	104.1	101.9	6.0	9.3	-1.0	2.1	7.0	1.4
CCOC(=O)Cc1c(C)c2c(O)cc(O)cc2oc1=O	1.2	96.7	103.2	1.1	18.4	4.2	-3.7	2.0	-1.5
Cc1cccc(OCC(=O)NCC2CCCO2)c1C (centres undefined)	0.6	100.2	99.7	4.0	-1.9	-2.9	7.0	2.0	3.4
Cc1ccc(NC(=O)CCCn2nc(C)c3c(C)n(-c4ccccc4)nc3c2=O)c(Cl)c1	-2.7	102.5	101.2	2.3	2.3	-0.1	6.9	0.0	-0.3
CCOC(=O)N1CCN(S(=O)(=O)c2ccc(OC)c3ccccc23)CC1	1.4	83.7	100.3	1.9	13.6	0.5	-6.2	0.0	4.5
Cc1cc(C(=O)CN2C(=O)CN(C)C2=O)c(C)n1-c1cccc(S(=O)(=O)N2CCOCC2)c1	0.5	109.9	112.1	0.7	4.8	-1.9	0.3	0.0	-2.5
COC(=O)c1ccccc1NC(=O)Nc1cccc(C)n1	2.2	98.9	98.2	-2.0	7.4	3.2	5.1	0.0	5.5

Random excerpt: 3 records from the list.
SMILES	MEX-5 binding	CIT2-GFP yeast	AGP1-GFP MLPCN	Fam108B counter	VLA-4 inh	BCLXL inh	GLD-1 RNA inh	GRK2 inh	MCL1-BIM inh
CCOc1cc(NS(=O)(=O)c2ccc(NC(C)=O)cc2)c(OCC)cc1NC(=O)C(C)C	-2.1	104.2	103.9	-2.1	-3.3	0.6	5.4	0.0	4.4
CCOC(=O)c1ccc(NC(=O)CSc2nc(C)nc3c2c(=O)n(C)c(=O)n3C)cc1	0.8	104.1	101.9	6.0	9.3	-1.0	2.1	7.0	1.4
CCOC(=O)Cc1c(C)c2c(O)cc(O)cc2oc1=O	1.2	96.7	103.2	1.1	18.4	4.2	-3.7	2.0	-1.5

The results go on:
SMILES	MEX-5 binding	CIT2-GFP yeast	AGP1-GFP MLPCN	Fam108B counter	VLA-4 inh	BCLXL inh	GLD-1 RNA inh	GRK2 inh	MCL1-BIM inh
CC(C)(C)OC(=O)NN1CC(=O)N2Cc3[nH]c4ccccc4c3C[C@H]2C1=O	0.8	107.0	101.2	6.4	-10.4	1.3	4.2	3.0	-8.3
CCCc1sc(N/N=C/c2ccccn2)nc1-c1ccc(F)cc1	1.4	77.8	84.7	1.0	19.4	3.2	5.7	1.0	12.2
Cc1ccc(-c2nc(CSc3nc4ccccc4c(=O)n3CCO)cs2)cc1	-5.1	95.1	96.6	-4.8	-13.8	1.2	4.4	0.0	1.1
O=C(NC1CCCC1)C(c1cccnc1)N(C(=O)c1ccco1)c1ccc(F)cc1 (centres undefined)	-3.2	112.2	108.7	2.4	0.8	1.8	2.2	1.0	-0.8
O=C(N/N=C/c1ccc(Cl)c([N+](=O)[O-])c1)c1ccc2nc[nH]c2c1	-1.7	103.2	101.4	-4.2	-6.8	-0.9	4.8	3.0	-0.5
COc1cccc(Nc2nc(-c3ccc(O)cc3)cs2)c1	-2.2	107.1	88.3	8.5	-2.4	-1.7	-1.1	3.0	2.9
CN(C)CC/C=C1/c2ccc(F)cc2Sc2ccc(Cl)cc21	-4.3	97.8	110.6	0.2	11.9	2.2	3.9	0.0	1.2
Nc1cc(S(=O)(=O)O)cc([N+](=O)[O-])c1O	?	94.9	100.9	-4.1	0.4	7.2	3.7	16.0	-0.4
O=C(C[n+]1cccc(/C=N/O)c1)N1CCCc2ccccc21	-1.9	106.5	109.7	1.0	-4.1	5.0	-8.6	0.0	12.2
CCCNC(=O)NCc1ccc(N2CCCC2=O)cc1	2.1	84.7	97.4	0.7	-14.9	4.9	0.8	0.0	6.6
COc1cc(CNCc2ccc(C)cc2)cc(OC)c1OC	0.0	104.8	99.7	-3.3	-3.8	6.3	4.4	2.0	6.8
Cc1cc(=O)oc2cc(OCC(=O)N3CC[C@@]4(O)CCCC[C@H]4C3)ccc12	2.1	99.7	98.5	1.3	-13.1	4.6	-13.1	3.0	17.4
O=C(CN=C1NS(=O)(=O)c2ccccc21)OCC(=O)c1ccccc1	-1.2	104.3	100.1	-1.4	5.6	0.7	2.7	0.0	3.1
COc1ccc(/C=C2\SC(=O)N(CCNC(=O)Cc3coc4cc(OC)ccc34)C2=O)cc1	-0.7	101.2	103.0	-4.9	6.9	-3.5	-2.2	0.0	1.3
Cn1c(=O)[nH]c(=O)c2c1nc(CN1CCN(c3ccc(F)cc3)CC1)n2CCc1ccccc1	-0.1	102.5	103.4	-0.7	19.0	-0.3	-6.9	1.0	-5.1
O=C(CNc1cccc(S(=O)(=O)N2CCCC2)c1)Nc1ccc(F)c(F)c1	0.1	85.4	85.0	-0.8	13.7	-2.2	8.1	0.0	-2.7
COc1cc(C2=NOC(C(=O)NCc3ccco3)C2)cc(OC)c1OC (centres undefined)	1.7	115.7	106.4	1.1	8.4	-0.7	-4.2	0.0	-6.2
CN(C)S(=O)(=O)c1ccc(NC(=O)N2CCOCC2)cc1	-0.4	90.2	101.8	-1.1	-2.2	-1.0	4.7	0.0	-0.5
CC1=CCC[C@@H]2[C@@](C)(CC/C(C)=C/C(=O)O)[C@H](C)CC[C@@]12C	-2.5	.	.	1.2	.	0.9	2.2	.	5.3
COc1ccc(NS(=O)(=O)c2ccc(NC(=S)NC(=O)c3cccc(F)c3)cc2)nn1	-1.4	109.3	104.6	8.1	-4.9	9.9	-4.0	0.0	41.8*
O=C(Cc1ccccc1)NNC(=O)C1CC=CCC1 (centres undefined)	1.5	98.8	101.0	0.1	-13.8	8.7	0.8	1.0	3.9
Cc1nn(-c2ccccc2)c2sc(C(=O)N(CC(=O)NC(C)(C)C)Cc3ccco3)cc12	-3.9	97.5	103.8	1.3	-1.7	1.4	4.9	0.0	-2.3
CNc1snc(C)c1C(=O)OC(C)C(=O)Nc1cccc(OC)c1 (centres undefined)	.	92.2	97.0	.	23.3	-6.2	13.3	4.0	-7.3
CC(C)CCNC(=O)c1cc2c(=O)[nH]c3ccccc3c2s1	1.4	94.8	98.2	-2.4	9.5	3.9	2.0	2.0	3.5
C[C@@H](C(=O)N1CCNCC1)n1cc(CCCN=C(N)N)nn1	0.1	.	.	3.4	.	5.4	5.7	.	2.4
CCCN(CC(=O)Nc1ccccc1C)C(=O)c1cccc(S(=O)(=O)N2CCN(c3ccccc3)CC2)c1	0.6	96.9	100.7	0.1	-3.1	2.6	5.7	2.0	-0.2
O=[N+]([O-])c1ccc(O)c(/C=N/Nc2ccccn2)c1	0.1	133.5	91.6	2.8	3.5	8.8	7.7	0.0	6.5
CCOC(=O)Cc1c(C)nc2c(-c3ccc(Cl)cc3)c(C)nn2c1C	0.4	101.1	105.6	1.2	5.7	5.8	-2.7	0.0	9.4
CC12CCC(=O)N1C(C(=O)Nc1ccc(Cl)c(S(=O)(=O)N3CCCCC3)c1)CS2 (centres undefined)	1.2	98.5	106.6	2.9	1.0	-4.3	-3.1	0.0	2.7
CCCCOC(=O)CSc1nnc(N)s1	0.1	96.5	93.4	-1.9	5.1	1.5	2.9	3.0	-4.2
COC(=O)c1cc(N=Nc2c(C)[nH]c3ccccc23)cc(C(=O)OC)c1	1.5	99.6	96.8	3.4	12.2	0.7	3.3	0.0	2.0
NC(=O)CSc1nc2ccccc2c(=O)n1-c1ccccc1	-2.7	99.9	99.2	5.0	8.2	-2.6	-5.3	0.0	-0.2
COc1ccc2oc(-c3cccc(NC(=O)CSc4ccc(Cl)cc4)c3)nc2c1	0.2	104.1	103.8	-4.4	3.9	5.2	-1.4	0.0	10.8
COc1ccc(C(=O)N(C)C2CCCN(Cc3ccccc3F)C2)cc1C (centres undefined)	1.6	102.7	99.5	0.8	-1.6	-1.1	-3.4	9.0	-2.3
Cc1ccc(C(=O)NC(=S)N2CC(C)OC(C)C2)cc1[N+](=O)[O-] (centres undefined)	.	91.8	95.0	0.5	8.2	-3.0	3.7	1.0	-6.4
Cc1ccc(S(=O)(=O)c2c(C)nn(C(C)(C)C)c2OC(=O)c2cccs2)cc1	0.5	99.2	105.9	0.5	1.7	1.6	1.1	1.0	-0.2
CC(NC(=O)C1CC12CCC2)c1ccccc1 (centres undefined)	-0.7	99.1	97.8	-0.6	9.9	1.2	-0.9	6.0	2.7
COc1cccc(C(=O)/C=C/Nc2ccc(S(=O)(=O)Nc3ncccn3)cc2)c1	-3.8	.	.	0.8	15.5	1.4	0.5	0.0	-0.5
CN(C)S(=O)(=O)Oc1ccccc1C(=O)Nc1ccc(F)cc1F	-0.1	93.2	93.3	2.0	2.3	-2.5	-5.1	0.0	-1.6
O=C(Nc1ccccc1NC(=O)C1CCCO1)c1ccco1 (centres undefined)	-2.3	101.0	100.2	2.6	-2.3	3.3	-4.2	0.0	5.6
C=CCOCCN1C(=O)C2C3C=CC(C2C1=O)C1C2C(=O)N(CCOCC=C)C(=O)C2C31 (centres undefined)	-2.6	104.7	104.4	-1.4	1.1	4.5	-6.6	16.0	3.8
